# PhoP GFP inhibition = PhoP regulon inhibitors, Salmonella typhi PhoP promoter GFP reporter, confirmatory (AID 1850); one-dose inhibition, % at 50 µM; IC50 in µM for titrated hits; Salmonella Typhi PhoP-promoter GFP reporter, fluorescence, 4 h; higher % means a stronger effect; hit rate 0.33% among 310,000; in the data active = a potency from the dose series; inconclusive = inhibition mostly from about 25% at the one dose, without a potency; inactive = the rest, 99 in 100 with inhibition below about 19%;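 note: 0% = induced wells with vehicle and 100% = uninduced wells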
# H1N1 NS1A inhibition = H1N1 influenza NS1A inhibitors, functional cell based assay (AID 504329); inhibition, % at 12.5 µM, or IC50 in µM where a hit was titrated; hit rate 0.3% among 340,000; NS1A functional cell-based assay, percent inhibition; higher % means a stronger effect; in the data active = a potency from the dose series; inconclusive = inhibition above about 27% without an active follow-up result; note: strong numbers were not always called active
# M. tuberculosis = growth inhibition of non-replicating M. tuberculosis (AID 488890); Mycobacterium tuberculosis non-replicating, growth inhibition; higher % means a stronger effect; one-dose inhibition, % at 25 µM; IC50 in µM for titrated hits; hit rate 0.39% among 320,000; in the data active = a potency from the dose series; inconclusive = inhibition mostly from about 82% at the one dose, without a potency; inactive = the rest, 99 in 100 with inhibition below about 76%;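 note: plate controls were DMSO cells for no effect and high antibiotic wells for full effect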
# H37Rv inhibition = M. tuberculosis growth inhibition, HTS (AID 449762); M. tuberculosis H37Rv growth inhibition, 7H9 media; higher % means a stronger effect; inhibition, % at 25 µM, or IC50 in µM where a hit was titrated; hit rate 0.59% among 330,000; in the data active = a potency from the dose series; inconclusive = inhibition above about 70% without an active follow-up result;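 note: bacterial growth assessed after seven days of incubation; strong numbers were not always called active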
# inhibitors of VEEV = inhibitors of VEEV TC-83 cytopathic effect, confirmation, Vero cells (AID 588727); one-dose inhibition, % at 20 µM; IC50 in µM for titrated hits; hit rate 0.13% among 350,000; Vero cells, VEEV TC-83 cytopathic effect inhibition; higher % means a stronger effect; in the data active = a potency from the dose series; inconclusive = inhibition mostly from about 14% at the one dose, without a potency; inactive = the rest, 99 in 100 with inhibition below about 12%; note: strong numbers were not always called active
# inhibitors of VEEV 10K pilot screen = also measured in inhibitors of VEEV; calls as there; inhibition, %; measured here: 10K pilot screen inhibition
# * marks the source's active call; other numbers are inactive results; i = inactive; ? = inconclusive; · = not tested or not shown.
SMILES,PhoP GFP inhibition,H1N1 NS1A inhibition,M. tuberculosis,H37Rv inhibition,inhibitors of VEEV,others
Cc1nn(CC(=O)NCc2ccc(Cl)cc2)c(C)c1[N+](=O)[O-],6%,-8%,-16%,1%,i,
Cc1ccccc1OCC(=O)Nc1ccccc1-c1ccccc1NC(=O)COc1ccccc1C,8%,-3%,29%,-2%,1.9%,
CCCNC(=O)C(=O)Nc1ccc(N(C)C)cc1,7%,2%,3%,6%,1.1%,
C#CCOCCOCCOCCNc1nc(N2CCN(C(=O)Cn3cc(CCCN=C(N)N)nn3)CC2)nc(N2CCN(C(=O)[C@H]([C@@H](C)CC)n3cc(CCCCN)nn3)CC2)n1,-18%,-14%,34%,-9%,0.8%,
O=C(NC1CCCC1)c1ccc(CSc2nc3ccncc3n2Cc2ccc(F)cc2)cc1,4%,3%,?,15%,6.9%,
Cc1nc2ccccc2c2oc(C(=O)Nc3ccc4c(c3)OCCO4)cc12,-18%,9%,-20%,3%,8.5%,
CCOC(=O)c1ccccc1N/C=C1\CCCCC1=O,-6%,5%,33%,3%,i,
O=C(c1cccc(N2C(=O)C3C4C=CC(C4)C3C2=O)c1)N1CCN(c2ccccc2F)CC1 (centres undefined),14%,-4%,13%,0%,0.6%,
COc1ccc(-c2noc3c2-c2nc(-c4cccc(C)c4)sc2CC3)cc1,-5%,-19%,6%,-1%,6.0%,
O=S(=O)(c1ccccc1)c1nc(-c2cccs2)oc1NCc1cccnc1,·,-2%,4%,-3%,6.7%,
CC(=O)C1=C(O)C(=O)N(CCN(C)C)C1c1ccc(Cl)cc1 (centres undefined),·,-1%,·,·,i,
CCOc1ccc(C2NC(=S)NC3=C2CCc2ccccc23)cc1 (centres undefined),-1%,-10%,31%,3%,8.2%,
CNC(=S)N(CCc1c(C)[nH]c2ccc(F)cc12)Cc1cccnc1,-9%,1%,-1%,7%,0.2%,
COCCN(C(=O)COC(=O)c1ccccc1Cc1ccccc1)c1c(N)n(Cc2ccccc2)c(=O)[nH]c1=O,-1%,-4%,23%,13%,9.5%,
CC(C)C(=O)N1CCN(C2=NS(=O)(=O)c3ccccc32)CC1,0%,-1%,-1%,-6%,3.6%,inhibitors of VEEV 10K pilot screen=5.3
Cc1ccc(Sc2cc(N3CCOCC3)nc(-c3ccccc3)n2)cc1,-8%,16%,1%,-7%,4.2%,
COc1ccc(NC(=O)c2ccc(N3C(=O)C4CC=C(Cl)CC4C3=O)cc2)cc1 (centres undefined),2%,-2%,-8%,1%,0.6%,
Cc1cccc(-n2c(Cn3nc(C)c([N+](=O)[O-])c3C)n[nH]c2=S)c1,-5%,5%,-5%,-3%,8.0%,
C=CCn1c(Cc2cccs2)nnc1SC/C=C/c1ccccc1,12%,1%,33%,-3%,i,
C=CCC1NS(=O)(=O)OC(CCc2ccccc2)C1O (centres undefined),5%,-3%,24%,0%,i,
Cc1cc(C)c(CN2CCN(Cc3ccc(C)o3)C(CCO)C2)c(-n2cccn2)c1 (centres undefined),0%,-1%,20%,4%,i,
CC1c2cc3c(cc2CCN1S(=O)(=O)c1ccccc1)OCCCO3 (centres undefined),-4%,-3%,25%,4%,0.8%,
COC(=O)c1sc(S(=O)(=O)Oc2ccccc2NC(C)=O)c(C(=O)OC)c1C,·,-5%,·,·,2.4%,
Cc1nn(-c2ccccc2)c(C)c1-c1cc(C(=O)N/N=C/c2ccc(O)cc2)[nH]n1,-7%,-2%,66%,8%,1.6%,
CC(C)N(C(=O)N1CCN(c2ccnc3cc(Cl)ccc23)CC1)C(C)C,·,-16%,·,·,?,
# New compounds follow.
SMILES,PhoP GFP inhibition,H1N1 NS1A inhibition,M. tuberculosis,H37Rv inhibition,inhibitors of VEEV,others
O=C(NCCCN1CCCC1=O)c1ccc(S(=O)(=O)Nc2cccc(C(F)(F)F)c2)cc1,-3%,6%,10%,5%,i,
COc1cc(NC(=O)CCCNC(=O)c2ccc(Cl)cc2)cc(OC)c1,-5%,-1%,-8%,-1%,0.1%,
CC(C)NC(=O)c1ccccc1-c1nc(-c2ccccc2Cl)no1,9%,6%,3%,-2%,7.5%,
Cc1cc(C)cc(NC(=O)Nc2cc(S(=O)(=O)N(C)C)ccc2C)c1,6%,·,-8%,-3%,4.1%,
CCCCc1nc2ccccc2c(NC(=O)CN2CCN(C)CC2)c1CCC,-5%,-7%,6%,2%,0.3%,
O=C(NNC(=O)c1cccnc1)c1ccncc1,17%,12%,4%,-6%,0.1%,
O=S(=O)(Nc1cc(F)ccc1F)c1cccc2nsnc12,-4%,-6%,46%,13%,0.2%,
O=C(CNS(=O)(=O)c1ccc(Br)s1)NCC1COc2ccccc2O1 (centres undefined),0%,-1%,5%,2%,1.6%,
N#CCCn1nc(-c2ccccc2)cc1-n1c(C(F)(F)F)nc2ccccc21,-4%,2%,3%,1%,i,
COc1cccc(C2=NOC(C(=O)NC(C)C)C2)c1 (centres undefined),-2%,-5%,2%,-6%,4.0%,
CC(Sc1n[nH]c(N)n1)C(=O)Nc1ccccc1-c1ccccc1 (centres undefined),-10%,-7%,5%,-5%,1.7%,
CC(=O)N(CN1C(=O)c2ccccc2C1=O)c1ccccc1,-15%,-2%,0%,-14%,0.6%,
CCOCC(=O)Nc1ccc(S(=O)(=O)NCC2CCCO2)cc1 (centres undefined),0%,1%,-9%,3%,0.7%,
O=C(O)c1cscn1,1%,-4%,-6%,-4%,i,
Cc1ccc(S(=O)(=O)/N=c2\scc(C)n2C)cc1,3%,13%,2%,-3%,0.1%,
OC1(c2ccccc2Cl)NN=C2CCCCCN21 (centres undefined),-6%,9%,-31%,-2%,i,
Cc1ccc(C)c(-n2c(C)nc3ccccc3c2=O)c1,9%,·,19%,-3%,0.5%,
CN(Cc1cccc(F)c1)C(=O)CN1C(=O)NC2(CCc3ccccc32)C1=O (centres undefined),·,3%,7%,4%,1.4%,
COc1cc(/C=N\NC(=O)C2C(=O)NCC2c2ccccc2)cc(OC)c1O (centres undefined),-2%,7%,-13%,1%,2.1%,
CCC(=O)Nc1nc2ccccc2n1CCN(C)C,8%,5%,29%,-8%,1.9%,inhibitors of VEEV 10K pilot screen=0.0
CC(C)CN(C(=O)CSc1nn(-c2ccc(Cl)cc2)c(=S)s1)C1CCS(=O)(=O)C1 (centres undefined),-3%,-1%,13%,8%,5.9%,
COC(=O)C1=C(c2ccc(F)cc2F)C[C@@H]2CC[C@H]1N2C(=O)NCC1CC1,·,-6%,39%,-1%,0.3%,
Cn1c(=O)c2c(ncn2CC(=O)N2CCN(S(=O)(=O)c3ccccc3)CC2)n(C)c1=O,-1%,15%,-12%,-10%,2.5%,
Cc1ccc(-n2c(SCC(=O)Nc3cc(S(=O)(=O)N4CCOCC4)ccc3Cl)nc3ccccc3c2=O)cc1,7%,4%,34%,-1%,7.2%,
c1ccc(-c2nc(-n3ccnc3)nc(-n3ccnc3)n2)cc1,-5%,-18%,71%,22%,i,
# Following part.
SMILES,PhoP GFP inhibition,H1N1 NS1A inhibition,M. tuberculosis,H37Rv inhibition,inhibitors of VEEV,others
CSc1ccc(CN(C)C(C)C(=O)Nc2ccc(F)c(F)c2F)cc1 (centres undefined),1%,-1%,47%,1%,2.1%,
CC(C)(C)C1=C(C#N)C(c2ccncc2)C(C#N)=C(N)O1 (centres undefined),-8%,0%,-9%,4%,2.0%,
COc1cccc(-c2nn(C)c3sc(C(=O)N4CCN(c5ccccn5)CC4)cc23)c1,1%,16%,28%,?,6.7%,
O=S1(=O)CCN(CCc2c[nH]c3ccccc23)CC1,7%,-5%,2%,8%,i,
CCOc1ccc(Nc2nc(Cc3nnc(SCC(=O)NCC4CCCO4)n3C)cs2)cc1 (centres undefined),-4%,1%,32%,-2%,i,
O=C(NC1CCN(Cc2ccccc2)CC1)c1cccc(Br)c1,7%,-2%,2%,-7%,i,
COCCn1c(-c2ccc(Cl)cc2)cnc1SCC(=O)NCc1cccs1,-2%,7%,29%,?,i,
COCCNC(=O)C(=O)Nc1cc2c3c(c1)C(C)C(=O)N3CCC2 (centres undefined),-5%,-6%,4%,-2%,4.0%,
Cc1cc(NC(=O)C(=O)NCCN2CCN(S(C)(=O)=O)CC2)ccc1Br,-8%,-9%,1%,-3%,1.8%,
O=C(NCCc1c[nH]c2ccccc12)/C(=C\c1cccs1)NC(=O)c1ccccc1,-5%,-7%,4%,-11%,2.2%,
CCC(C)(C)NC(=O)C(c1cccc(OC)c1OC)N(C(=O)CCC(=O)Nc1cc(C)on1)c1ccc2c(c1)OCCO2 (centres undefined),15%,-5%,-9%,3%,2.5%,
O=C(COC(=O)c1ccccc1-n1cnnn1)c1ccc(F)c(F)c1,-4%,-10%,2%,-2%,1.9%,
NC(=O)c1nsc(C(=O)N(CC(=O)NC2CCCC2)Cc2ccc3c(c2)OCO3)c1N,-14%,7%,6%,-1%,4.9%,
Cc1cc2occ(CC(=O)N(C)CC(=O)Nc3ccccc3Br)c2cc1C,-8%,-14%,14%,-12%,7.9%,
CCOC(=O)C1(Cc2cccc(OC)c2)CCCN(Cc2cnn(C)c2)C1 (centres undefined),-7%,11%,27%,0%,i,
Cc1cnn(-c2cc(N/N=C/c3cccc(F)c3)ncn2)c1,-5%,18%,-4%,1%,3.2%,
Cc1ccc(NC(=O)CN(C)C(=O)CNC(=O)c2sc3ccccc3c2Cl)cc1,3%,-2%,-5%,?,7.1%,
COc1cc(C(=O)Nc2cccc3c2CCCC3)cc(OC)c1OC,-5%,-22%,10%,-8%,4.5%,
CCOc1cc([C@@H]2C[C@H]3CN(c4ccccc4)C(=O)[C@]34CCCN24)ccc1OC,-3%,6%,33%,-12%,1.3%,
O=C(N/N=C/c1ccc(-c2cccc(C(F)(F)F)c2)o1)c1ccccc1Br,-9%,-2%,-2%,5%,0.7%,
Cc1csc(SCC(=O)Nc2ccccc2)n1,0%,1%,?,3%,i,
Cc1cc(Cl)ccc1Oc1nccc(N(C)C)c1C#N,-4%,-4%,22%,-9%,0.3%,
COc1ccc(CCNC(=O)CCS(=O)(=O)c2ccc3c(c2)NC(=O)CO3)cc1OC,-1%,0%,-6%,4%,2.2%,
NS(=O)(=O)c1ccc(CNC(=O)c2ccc(NS(=O)(=O)c3cccs3)cc2)cc1,·,-16%,1%,0%,1.7%,
COc1cc(NC(=O)c2ccccc2Cl)c(OC)cc1NC(=O)CN1CCCCC1,-13%,2%,25%,?,2.6%,

# Sorted by SMILES length (ascending): some entries from above.
SMILES,PhoP GFP inhibition,H1N1 NS1A inhibition,M. tuberculosis,H37Rv inhibition,inhibitors of VEEV,others
COc1cccc(C2=NOC(C(=O)NC(C)C)C2)c1 (centres undefined),-2%,-5%,2%,-6%,4.0%,
O=S1(=O)CCN(CCc2c[nH]c3ccccc23)CC1,7%,-5%,2%,8%,i,
CC(Sc1n[nH]c(N)n1)C(=O)Nc1ccccc1-c1ccccc1 (centres undefined),-10%,-7%,5%,-5%,1.7%,
CC(C)C(=O)N1CCN(C2=NS(=O)(=O)c3ccccc32)CC1,0%,-1%,-1%,-6%,3.6%,inhibitors of VEEV 10K pilot screen=5.3
O=C(CNS(=O)(=O)c1ccc(Br)s1)NCC1COc2ccccc2O1 (centres undefined),0%,-1%,5%,2%,1.6%,
Cc1ccc(NC(=O)CN(C)C(=O)CNC(=O)c2sc3ccccc3c2Cl)cc1,3%,-2%,-5%,?,7.1%,
COC(=O)c1sc(S(=O)(=O)Oc2ccccc2NC(C)=O)c(C(=O)OC)c1C,·,-5%,·,·,2.4%,

# (listing goes on)
SMILES,PhoP GFP inhibition,H1N1 NS1A inhibition,M. tuberculosis,H37Rv inhibition,inhibitors of VEEV,others
CCCOc1ccc(/C=N/NC(=O)CSc2ccccn2)cc1OC,1%,1%,8%,1%,2.5%,
COc1ccc(OC)c(NC(=O)CNC(=O)Cn2cnc3ccccc3c2=O)c1,-12%,-3%,-4%,0%,0.8%,
Cc1ccc(C2/C(=C(\O)c3ccc4c(c3)OCCO4)C(=O)C(=O)N2Cc2cccnc2)cc1 (centres undefined),10%,-3%,8%,-3%,0.9%,
CCCCSc1n[nH]c(=S)c2nc[nH]c12,·,1%,·,·,0.2%,
CCC(=O)N1CCN(c2cc(N3CCN(C)CC3)c(F)cc2[N+](=O)[O-])CC1,-5%,8%,30%,0%,0.8%,
CC[C@H](C)[C@H](NC(=O)[C@H](Cc1ccc(O)cc1)NC(=O)[C@@H](N)C(C)C)C(=O)N[C@@H](Cc1cnc[nH]1)C(=O)N1CCC[C@H]1C(=O)N[C@@H](Cc1ccccc1)C(=O)O,4%,2%,·,5%,0.5%,

# Assay outcomes deposited in PubChem by Southern Research Specialized Biocontainment Screening Center.

# An unsorted share of the library (roughly 1.5% active in at least one column).
